HSP90 refold inh: blocks HSP90-mediated luciferase refolding in reticulocyte lysate | Rabbit reticulocyte lysate, luciferase refolding luminescence, 3 h | AID 1789 | inhibition, % at 5.6 µM | 0.91% of 290,000 active;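 active = inhibition above the screen-wide mean plus 3 SD, computed separately per campaign, cut at about 16% in these data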;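 also: 0% = DMSO wells and 100% = 60 µM geldanamycin wells; inhibitors lower the luminescence because luciferase stays unfolded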
SKKanGAS inh: blocks kanamycin growth of S. pyogenes SKKanGAS strain | inhibition, % at 7.5 µM | 1.3% of 300,000 active | AID 1662 | BacTiter-Glo, 6 h;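 active = mean replicate score, as percent of positive control median, at least 50; inconclusive = mean below 50 but one replicate at or above 50; inactive = mean and every replicate below 50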;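 also: strain carries kanamycin resistance gene driven by streptokinase promoter and grows in 40 µg/ml kanamycin; loss of luminescence reflects streptokinase promoter inhibition or plain growth inhibition; 0% = median of DMSO wells and 100% = positive control at its reference dose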
HSF-1 act: increases HSF-1 driven luciferase reporter signal; NIH3T3-HGL HSF-1 luciferase reporter, MG132, 8 h; 100% = twice DMSO control signal; 1.7% of 300,000 active; activation, % at 9 µM;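 active = mean replicate activation of at least 50% with a set share of replicates each reaching 50%; inconclusive = only one of those two conditions met; inactive = mean below 50% and too few replicates reaching it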;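 also: 0% = median of the neutral control wells and 100% = twice that signal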
aSyn 5UTR inh: MLPCN primary screen, SNCA 5' untranslated region. alpha-synuclein 5'UTR reporter, inhibitor activity. AID 1813. inhibition, % (tested at 7.5 µM). 0.82% of 300,000 active; in the data active = inhibition above about 60%; inconclusive = no clear call, values can overlap the other calls;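 also: H4 neuroglioblastoma cells stably carrying SNCA 5'UTR luciferase fusion; 0% = DMSO wells and 100% = positive control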
IEC-6 cytotox: kills IEC-6 intestinal cells in KLF5 counter-screen. IEC-6 cytotoxicity, luminescence viability. inhibition, % at 5 µM. 0.78% of 290,000 active. AID 1825; in the data active = inhibition above about 22%;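 also: 0% = plate median of test compound wells and 100% = cytotoxic reference compound wells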
HIF act: HIF pathway transcriptional activation; U2OS HRE-luciferase reporter, luminescence; normalized: DMSO 0%, desferrioxamine 100%; activation, % at 7.5 µM (by protocol); 0.32% of 300,000 active; AID 1910;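 active = mean activation of at least 10% of the iron chelator positive control signal, with at least half of replicates also reaching 10%; inconclusive = mean and replicate majority disagree about reaching 10%; inactive = mean and most replicates under 10%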
HSF1 inh: HSF1 inhibition; AID 2098; 0.77% of 300,000 active; NIH3T3-HGL HSE-luciferase, MG132-induced, luminescence 8 h; stronger effect = lower value; activity change, negative = inhibition, % at 7.5 µM (by protocol);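 active = more than half of replicate wells show activity change below -50%, luminescence cut by over half; inconclusive = some wells, but at most half, below -50%; inactive = no replicate well below -50%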;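 also: luciferase reports HSF-1 transcriptional activity via heat shock element; 0% = median of DMSO wells and -100% = zero luminescence signal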
AI-2 QS mod: Vibrio harveyi AI-2 quorum sensing modulation. Vibrio harveyi JMH597 AI-2 luminescence/OD600 ratio, 9 h; stronger effect = lower value; strain lacks LuxN and CqsS sensors; 0 = neutral-control median. activity change, % at 7.5 µM. 0.4% of 300,000 active. AID 2094; in the data active = activity change below about -75%, passing the limit was not always enough; inconclusive = no clear call, values can overlap the other calls;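 also: luminescence divided by OD600 gain over 9 h not by final OD600 alone; inactives centre near 13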
KLF5 inh: kruppel-like factor 5 inhibition; DLD-1 KLF5 promoter-luciferase reporter, luminescence; inhibition, % at 5 µM; 0.23% of 290,000 active;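 active = inhibition above a per-plate limit of that plate's mean compound inhibition plus 3 SD, cut at about 60% in these data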;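 also: 0% = DMSO wells and 100% = LY294002 at 200 µM; higher means less KLF5 promoter-driven luciferase light; inactives centre near -14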
Platelet DG rel: modulates dense granule release in human platelets | human platelet-rich plasma, SFLLRN dense granule ATP release, luminescence | 0.22% of 300,000 active | inhibition, %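 (compounds screened at 7.5 µM in platelet-rich plasma)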;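 active = mean replicate score, as percent of positive control, at or above 50; inconclusive = mean below 50 but at least one replicate at or above 50; inactive = mean and every replicate below 50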
Numbers without * were called inactive; ? = inconclusive; . = not tested or not shown.

SMILES | HSP90 refold inh | SKKanGAS inh | HSF-1 act | aSyn 5UTR inh | IEC-6 cytotox | HIF act | HSF1 inh | AI-2 QS mod | KLF5 inh | Platelet DG rel
CCOC(=O)c1c(CSc2ccccc2)n(C)c2cc(Br)c(OCC(O)CNC(CO)(CO)CO)cc12 (configuration not stated) | -0.1 | 2.5 | 31.6 | -11.8 | -2.1 | 1.3 | 18.8 | -2.1 | -21.0 | 0.9
O=C(c1ccccc1C(=O)N1CCN(c2ccc(F)cc2)CC1)N1CCN(c2ccc(F)cc2)CC1 | 4.4 | 12.1 | 10.3 | 15.2 | -4.3 | -0.2 | -6.9 | 15.0 | 10.2 | 1.3
CCN(c1ccccc1)S(=O)(=O)c1ccc(OCc2c(C)noc2C)cc1 | -1.7 | 8.0 | -10.3 | -11.5 | -3.7 | -0.1 | 0.0 | 17.6 | -24.3 | 1.8
COc1ccccc1C(C)Nc1nc(-c2cccnc2)nc2ccccc12 (configuration not stated) | -0.6 | 16.2 | 28.4 | 4.8 | -2.7 | -0.1 | 6.6 | 24.9 | -6.1 | 1.2
Cc1cccc(C(=O)OCC(=O)N2CCCC2=O)c1[N+](=O)[O-] | . | -1.4 | -0.5 | -3.8 | . | -0.6 | -5.8 | 4.0 | . | -3.6
C=CCNC(=O)C1CC2Cn3c(nc4cc(C)c(C)cc43)C2N1C (configuration not stated) | . | -0.7 | 3.9 | -5.7 | . | 0.1 | -1.3 | 14.9 | . | 5.7
O=C1CCC[C@H]2c3[nH]c4ccccc4c3CCN12 | . | 0.3 | 1.4 | -9.1 | . | -0.3 | -1.9 | 12.4 | . | 0.4
COc1cc(-c2c(C(C)=O)c(C)nc3c2C(=O)c2ccccc2-3)cc(OC)c1OC | -4.5 | -4.8 | 0.7 | 23.2 | -5.4 | 0.2 | -3.4 | 25.0 | -6.0 | -0.1
COC(=O)c1ccc(C2/C(=C(/O)c3ccc(Cl)cc3)C(=O)C(=O)N2C2CCS(=O)(=O)C2)cc1 (configuration not stated) | -1.4 | -2.6 | 26.4 | -1.5 | -2.3 | 0.1 | 7.6 | 8.1 | -4.9 | -1.6
COc1cc(C)c(Cl)cc1S(=O)(=O)NCc1ccccn1 | -3.2 | -2.7 | -3.0 | 4.2 | -8.4 | 0.5 | -1.2 | . | -23.2 | 15.0
Cc1[nH]nc2c1C1(CCC(c3ccccc3)CC1)C(C#N)=C(N)O2 (configuration not stated) | 5.5 | -0.8 | -3.4 | -14.6 | 0.8 | -0.4 | 7.8 | 8.8 | 22.9 | 3.4
Cc1cccc(-c2nc(CS(=O)CC(=O)N3CCCCC3)c(C)o2)c1 (configuration not stated) | -1.6 | 0.2 | -11.2 | -5.6 | -1.5 | 0.2 | -4.8 | 22.8 | -16.0 | 5.0
CC1(C)CC(=O)C(Sc2ccccc2)=C(O)C1 | 2.3 | -16.2 | 12.5 | -26.8 | -3.9 | 0.3 | -2.1 | 25.1 | -7.3 | -7.5
O=C(Nc1nc(-c2cccnc2)cs1)c1ccccc1[N+](=O)[O-] | -2.5 | 4.6 | 5.3 | 28.0 | 1.7 | 0.3 | -1.8 | 30.5 | 17.5 | 1.0
O=C(NCCc1csc(-c2ccccc2)n1)c1ccco1 | -0.4 | -1.3 | 44.4 | -15.5 | -7.3 | 0.3 | 18.1 | 16.3 | -39.2 | -1.1
Cc1cc(C)nc(SCc2nnc(SCC#N)n2-c2cccc(Cl)c2)n1 | -2.0 | -9.1 | -1.6 | 21.8 | 2.1 | -0.2 | -2.5 | 13.9 | 4.5 | 2.5
COc1ccc(C2C(C#N)=C(N)N(N(C)C)C3=C2C(=O)CC(C)(C)C3)cc1 (configuration not stated) | -0.6 | 0.6 | -13.6 | 21.9 | 2.4 | -0.1 | 0.1 | -6.5 | -21.8 | -0.8
COCCN1C(=O)N[C@@H](c2cccc(F)c2)C(C(=O)OC)=C1C | . | 0.5 | -9.4 | 1.7 | . | 0.2 | -2.1 | 11.0 | . | -4.7
CCCCC(NC(=O)Cc1c(C)c2cc3c(C)c(C)oc3c(C)c2oc1=O)C(=O)O (configuration not stated) | 1.1 | 11.2 | -12.5 | 17.1 | -3.9 | -1.3 | -3.4 | 3.1 | -31.1 | -2.0
CC(=O)Nc1ccc(S(=O)(=O)NCc2nc(-c3ccccc3C)no2)cc1 | -0.1 | 6.0 | 1.1 | -1.6 | 2.1 | 0.8 | 1.7 | 11.4 | 8.3 | -4.9
CC(C)NC(=O)CN1C(=O)c2ccccc2S1(=O)=O | -0.3 | -1.8 | 7.8 | 9.2 | 0.7 | -0.4 | -3.3 | 20.3 | -1.6 | -3.7
CC1CN(c2ccccc2)NC1=O (configuration not stated) | 2.9 | 3.6 | -9.8 | 9.4 | 2.7 | 0.0 | -7.7 | . | 15.2 | 1.6
CCCC(=O)c1cc(F)c(N2CCOCC2)cc1C | 4.7 | -0.1 | 11.3 | 15.4 | 2.2 | 0.7 | -1.2 | 9.5 | 22.4 | 0.4
COCCNC(=O)C1CC(=O)N(C2CCCC2)C1 (configuration not stated) | 3.7 | 0.7 | . | 5.2 | 3.9 | 0.3 | . | 12.2 | -13.2 | -1.1
Cc1ccc(CC(CC(=O)O)C(=O)NCC23CC4CC(CC(C4)C2)C3)cc1 (configuration not stated) | -0.1 | 8.3 | 15.4 | 1.1 | 3.3 | -0.4 | 3.3 | 10.2 | 3.0 | -0.3
COc1ccc(Cl)c(NC(=O)C/C(C)=N/NC(=O)CCc2ccccc2)c1 | -2.2 | 0.2 | 21.1 | 3.8 | -4.7 | 0.4 | 5.0 | 0.7 | -25.3 | -1.5
COc1ccc(OC)c(CNC(=O)C(C)n2nc(C)c3c(C)n(-c4ccccc4)nc3c2=O)c1 (configuration not stated) | 1.6 | -3.7 | 8.5 | 21.2 | 4.8 | 0.9 | 1.0 | 7.6 | -32.1 | 2.6
COc1ccc(S(=O)(=O)N(CC(=O)O)c2ccc(C)cc2)cc1 | 0.7 | 5.9 | -3.2 | 9.8 | 5.4 | 0.1 | -1.1 | 23.4 | 9.2 | -5.2
Cc1ccc(N2CCN(C3=NC(=O)/C(=C\c4cn[nH]c4-c4ccccc4)S3)CC2)cc1 | 4.1 | 24.8 | 19.8 | 19.3 | 0.9 | 0.2 | -3.1 | 15.8 | 8.9 | 1.9
Cc1ccc(NC(=O)C/C(N)=N/O)cc1Cl | 2.5 | 3.4 | 40.6 | -13.0 | -0.3 | 0.8 | 3.5 | 15.2 | -10.1 | -4.1
Cn1c(NC(=O)c2ccccc2)cc(=O)n(C)c1=O | -3.4 | -4.9 | 1.9 | 10.5 | -4.0 | -0.4 | 3.8 | 17.7 | -18.8 | -16.6
Cc1cccc(C)c1NC(=S)NC(C)CCc1ccccc1 (configuration not stated) | 1.6 | -8.6 | 5.5 | 6.2 | 4.8 | -34.1 | -3.4 | 13.8 | -4.2 | -16.2
Cc1cccc(C(=O)Nc2ccc3c(c2)C(=O)N(CC(C)C)C3=O)c1 | -1.0 | 6.0 | 31.6 | -149.3 | 2.2 | 2.6 | 6.8 | 14.2 | -14.2 | -0.4
CCN(c1ccccc1)S(=O)(=O)c1ccc(Cl)c(NC(=O)COC(=O)c2cccc(OC)c2O)c1 | -3.8 | 29.2 | 59.0* | 18.1 | -2.0 | 0.0 | 52.9 | 2.9 | -14.1 | -12.5
O=C(COc1cccc(OC(F)F)c1)Nc1ccc(SC(F)F)cc1 | 4.1 | 0.2 | -6.5 | -19.6 | 6.2 | 0.0 | -3.9 | -69.0 | -7.2 | ?
O=C1CCc2cc(S(=O)(=O)N3CCN(c4ccccc4)CC3)cc3c2N1CCC3 | . | -17.7 | -1.6 | 2.6 | . | 0.0 | 0.7 | 4.0 | . | 25.7
CC(C)CCNC(=O)CN(C(=O)CCC(=O)Nc1ccccn1)c1ccc2c(c1)OCCO2 | 3.2 | -5.4 | -16.4 | -27.7 | -3.2 | -1.1 | 1.3 | -1.9 | -28.2 | -5.3
CCON1C(=O)C(C)(C)N(OCC)C(=O)C1(C)C | 2.5 | -5.3 | 5.1 | -8.8 | 0.1 | -0.1 | -1.1 | 19.6 | 0.3 | -1.7
Cc1cc2cc3c(cc2nc1SCC(=O)O)CCC3 | 1.6 | 2.1 | -1.7 | -11.2 | -5.4 | 0.8 | -0.7 | 35.8 | -16.4 | 0.9
CN(C)C(=O)c1cc(C(=O)c2ccc(C(F)(F)F)cc2F)c[nH]1 | -0.1 | 2.3 | 9.0 | -68.2 | -4.3 | 1.3 | 1.3 | 10.2 | -9.7 | 8.0
COc1ccc(-n2ncc3c2CC(C)(C)CC3NC(=O)CCCN2CCCC2=O)cc1 (configuration not stated) | -1.8 | -6.9 | 1.4 | -0.1 | 3.3 | -0.7 | 2.0 | -8.2 | 4.3 | -3.6
Cc1ccc(NCC(=O)N/N=C/c2cccn2C)cc1 | 3.9 | 3.0 | -13.5 | -27.7 | -10.4 | 0.2 | 5.1 | -13.1 | -21.7 | -34.6
COc1ccc(C2c3[nH]c4ccccc4c3CCN2C(=O)c2cn3ccccc3n2)c(F)c1 (configuration not stated) | -0.6 | 12.6 | 28.0 | -15.4 | -0.1 | 1.1 | 20.8 | 26.4 | -6.0 | -8.9
Cc1ccc(Cn2c(C(C)Nc3nc(-c4ccc(F)cc4)cs3)nc3cc(Cl)c(Cl)cc32)cc1 (configuration not stated) | . | 16.6 | -9.8 | -19.3 | . | 0.5 | -5.7 | 32.5 | . | 0.5
CC(NC(=O)N(Cc1ccccc1)Cc1ccc2c(c1)OCO2)(C(F)(F)F)C(F)(F)F | 0.6 | -1.8 | 9.6 | 25.6 | -0.5 | -0.1 | 6.0 | 9.1 | 4.0 | -2.0
Cc1c2n(c3ccccc13)CC/C2=N\O | -2.6 | -2.5 | -12.5 | 9.2 | -3.6 | 0.2 | -12.9 | 15.7 | 7.3 | 3.3
CCc1nc(SCC(=O)N2CC(=O)Nc3ccccc32)c2c(C)c(C)sc2n1 | -1.8 | 11.2 | 12.7 | 14.4 | -3.4 | -0.4 | -0.2 | 15.7 | -4.1 | 13.0
Cc1ccc(CNCc2ccc3c(c2)OCO3)c(C)c1 | 0.7 | 0.7 | 5.0 | 2.1 | 0.7 | 0.1 | -7.8 | 0.2 | 1.6 | -8.4
O=C(Nc1cccnc1)OC1CCCC1 | -1.2 | 4.3 | -3.4 | -23.7 | -2.1 | 0.1 | 5.4 | 5.8 | -33.3 | 10.9
Cc1ccc(-n2cnc3sc(C)c(C)c3c2=O)cc1 | -1.4 | -0.7 | 59.5* | -97.9 | -7.4 | 2.8 | 22.5 | 10.0 | -29.8 | 12.4
CS(=O)(=O)c1ccccc1C(=O)Nc1ccc(-c2nc3ccccc3[nH]2)cc1 | -1.4 | 1.0 | 20.5 | -156.2 | 2.2 | 3.9 | 7.5 | 6.2 | -80.1 | 4.7
